KDM4E inh: inhibitors of human JMJD2E histone demethylase | JMJD2E catalytic domain, FDH-coupled NADH fluorescence (FDH is formaldehyde dehydrogenase) | Potency, µM (doses to about 57.1 µM), without a hit: at the highest dose activity change, negative = inhibition, actives largely listed as inhibitors | 1.6% of 230,000 active; active = well fitted inhibition curve with a large enough effect, not every such curve was filed as active; inconclusive = small, poorly fitted or top-dose-only effect, or another doubt; inactive = no such curve, though single readings can be large or run the other way;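 also: 0% = wells with enzyme and -100% = buffer wells without enzyme; nearly all actives have a fitted effect of over 50% in size; many of its hits are not listed in these tables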
TRb-SRC2 inh: disrupts binding of human TR beta to SRC2 | Potency, µM (top dose mostly 106 µM), without a hit: at the highest dose activity change, negative = inhibition, most hits filed as inhibitors | P10828 | AID 1469 | 0.065% of 280,000 active | TRbeta-SRC2 peptide binding, fluorescence polarization; receptor liganded with 1 µM T3;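 also: plate controls were bound peptide for no effect and peptide without receptor for full effect; nearly all actives have a fitted effect of over 50% in size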
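Polarization signal, normalized between peptide-alone and full complex controls, measured compound effects on T3-liganded human TRb LBD (0.6 uM) binding 20 nM Texas Red SRC2 peptide after 5 hr.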
Tau fibril ThT: inhibitors of human tau fibril formation, thioflavin T binding; P10636; recombinant tau K18 P301L (four-repeat tau fragment), heparin-induced fibrillization, ThT fluorescence; Potency, µM (titrated, usually from 57.4 µM), inactives show at the highest dose activity, negative = inhibition, most hits filed as inhibitors; 2.1% of 270,000 active; AID 1460; also: nearly all actives have a fitted effect of over 55% in size
Target sequence (P10636 561-689 P618L limits assumed): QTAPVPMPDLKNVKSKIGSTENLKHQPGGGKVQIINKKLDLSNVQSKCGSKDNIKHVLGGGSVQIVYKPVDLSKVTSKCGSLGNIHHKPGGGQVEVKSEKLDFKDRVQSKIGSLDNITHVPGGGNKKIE
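Heparin-induced fibrillization of the P301L-mutant K18 repeat-domain fragment of human tau was followed by ThT binding in quantitative high-throughput format.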
TR SRC2 fluor cs: alters Texas Red total fluorescence, flagging assay interference. TRb/SRC2 Texas Red total fluorescence interference. Potency, µM (highest dose often 106 µM), without a hit: at the top dose fluorescence change, negative = quenching. 0.29% of 280,000 active. AID 1479; active = well fitted curve in either direction with a large enough effect; inconclusive = small, poorly fitted or top-dose-only effect
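Flags fluorescent or light-absorbing compounds by total fluorescence, S + 2P, at 555 nm excitation and 632 nm emission. Mixture: 20 nM Texas Red SRC2 peptide, 0.6 uM human TRb LBD, 1 uM T3, 5% DMSO; compound exposure 5 h at ambient temperature.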
L3MBTL1 inh: blocks human L3MBTL1; Potency, µM (top dose mostly 57.1 µM), without a hit: at the top dose activity, negative = inhibition, most hits filed as inhibitors; AlphaScreen L3MBTL1–H3K9me1 peptide binding; Q9Y468; 0.66% of 230,000 active; also: nearly all actives have a fitted effect of over 60% in size
Target sequence (Q9Y468 whole entry, looked up): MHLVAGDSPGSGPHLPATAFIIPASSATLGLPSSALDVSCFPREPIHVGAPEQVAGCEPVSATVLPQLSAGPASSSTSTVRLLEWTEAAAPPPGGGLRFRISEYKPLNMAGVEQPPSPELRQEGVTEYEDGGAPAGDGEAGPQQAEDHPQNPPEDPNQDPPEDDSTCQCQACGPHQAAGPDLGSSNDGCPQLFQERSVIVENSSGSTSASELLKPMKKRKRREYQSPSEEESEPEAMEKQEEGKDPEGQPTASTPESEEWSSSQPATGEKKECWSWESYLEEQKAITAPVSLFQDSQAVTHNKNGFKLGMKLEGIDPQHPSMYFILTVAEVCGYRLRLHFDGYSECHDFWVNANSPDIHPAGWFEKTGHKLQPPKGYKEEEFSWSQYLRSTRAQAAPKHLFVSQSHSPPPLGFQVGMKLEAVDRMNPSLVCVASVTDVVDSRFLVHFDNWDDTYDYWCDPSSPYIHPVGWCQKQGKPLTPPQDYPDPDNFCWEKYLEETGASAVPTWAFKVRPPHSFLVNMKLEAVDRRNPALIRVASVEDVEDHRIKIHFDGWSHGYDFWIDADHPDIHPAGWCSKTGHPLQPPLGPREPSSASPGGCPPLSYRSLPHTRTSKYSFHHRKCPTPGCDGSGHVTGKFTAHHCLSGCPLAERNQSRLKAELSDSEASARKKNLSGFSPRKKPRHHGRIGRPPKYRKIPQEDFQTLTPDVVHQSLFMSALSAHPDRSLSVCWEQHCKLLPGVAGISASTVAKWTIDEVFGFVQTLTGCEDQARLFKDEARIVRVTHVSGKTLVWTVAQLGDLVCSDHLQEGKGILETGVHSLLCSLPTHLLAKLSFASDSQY
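L3MBTL1 50 nM + b-AHA-H3(1-15)K9me1 75 nM, 30 min RT; compound added, 30 min RT; streptavidin donor/Ni-chelate acceptor beads 10 ug/mL each final, 30 min RT dark; AlphaScreen read.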
Tau fibril FP: tau fibrillization inhibition (FP); K18 P301L tau heparin fibrillization, Alexa594 FP, 6 h; Potency, µM (highest dose often 57.7 µM), for inactives: at the top dose activity, negative = inhibition, hits mostly inhibitors; 0.39% of 280,000 active; AID 1468; also: nearly all actives have a fitted effect of over 55% in size
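FP of Alexa 594-tau after heparin (20 uM) induction. Substrate: human K18 P301L, 15 uM unlabeled, 0.24 uM labeled. Buffer 100 mM sodium acetate pH 7. 6 hr, 37 C.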
GoLoco inh red: RGS12 GoLoco-Gai1 interaction inhibition; P63096; Gai1:RGS12 GoLoco peptide FP, rhodamine, 10 min; Potency, µM (series often up to 61.6 µM), without a hit: top-dose activity, negative = inhibition, most hits filed as inhibitors; 0.44% of 230,000 active; AID 880; active = well fitted inhibition curve with a large enough effect, not every such curve was filed as active; inactive = no such curve, though single readings can be large or run the other way; also: nearly all actives have a fitted effect of over 30% in size; many of its hits are not listed in these tables
RECQ1 inh: RECQ1 (human) helicase inhibition; P46063; RECQ1 DNA unwinding, red fluorescence kinetic read; Potency, µM (series often up to 57.3 µM), for the others: at the top dose activity, negative = inhibition, hits mostly inhibitors; 0.54% of 240,000 active; AID 2549;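 also: plate controls were vehicle for no effect and no enzyme for full effect; nearly all actives have a fitted effect of over 30% in size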
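RECQ1T1 50 nM; forked duplex (20 bp + 30-nt ss tails) 200 nM, ATP 2 mM final; pH 8.0, 2 mM MgCl2, 2.5 ug/ml poly(dI-dC); 15 min compound preincubation; discontinuous kinetic read over 2 h at RT.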
* hit, by the source's call; i = inactive; ? = inconclusive; . = not tested or not shown; [ ] = remark or other dose. Unless noted, calls follow the shape of the dose curve; as a rule, active = well fitted curve in the direction sought with a large enough effect; inconclusive = small, poorly fitted or top-dose-only effect, or another doubt; inactive = no such curve, though single readings can be large; an effect the other way counts as inactive or inconclusive. Unless noted, % is scaled to controls: 0 for no effect and ±100 for the full control effect; potency is read from the fitted curve at half-maximal effect. This is a subset; rates above refer to the full screens.

SMILES | KDM4E inh | TRb-SRC2 inh | Tau fibril ThT | TR SRC2 fluor cs | L3MBTL1 inh | Tau fibril FP | GoLoco inh red | RECQ1 inh
CCCCN(CCCNC(=O)C1CCN(S(=O)(=O)CC)CC1)c1ccccc1 | 1% | 8% | 10% | -2% | -17% | 1% | -7% | 3%
COc1ccc(Cn2c(SCC(N)=O)nc3c(sc4ccccc43)c2=O)cc1 | . | 2% | 10% | -3% | . | -12% | . | .
Cc1ccccc1-n1nc(-c2cccnc2)cc1C(=O)NN | 72%[activator] | 1% | -4% | 0% | -3% | ? | 5% | -13%
COc1cc(OC)c(C(=O)NCc2nc(-c3ccccc3)no2)cc1OC | . | 3% | -10% | -17% | . | 4% | . | .
CSc1ccc(S(=O)(=O)NCCOc2ccccc2C)cc1 | 1% | 11% | 6% | 1% | 12%[11.4 µM] | -6% | 49%[activator] | 0%
CCCC(=O)Nc1sc2c(c1C(=O)Nc1ccccn1)CCCC2 | ? | 10% | -12% | -2% | -5% | 0% | 8% | -11%
COc1ccc(/C=N/NC(=O)CCCOc2ccc(Cl)cc2Cl)cc1[N+](=O)[O-] | 5% | 11% | -18% | 0% | -3% | ? | 2% | -3%
CC(=O)OC1OCCOC1NC(=S)NCc1ccco1 (stereo unspecified) | -4% | 1% | ? | 0% | 4% | -7% | 5% | -14%
Cc1cccc(NC(=O)c2cc(S(=O)(=O)NCc3ccc4c(c3)OCO4)ccc2F)c1C | . | -3% | -8% | -2% | . | -13% | . | .
CCOC(=O)N1CCN(C(=O)C(=O)NNC(=O)COc2ccc(Cl)c(C)c2)CC1 | ? | -4% | -2% | 0% | 8% | -2% | 2% | -3%
CC(C)NS(=O)(=O)c1cc(C(=O)O)ccc1Cl | -2% | -7% | -7% | 1% | 3% | 0% | 1% | -11%
O=S(Cc1ccccc1)CC(O)(c1ccc(Cl)cc1)c1ccc(Cl)cc1 (stereo unspecified) | 1% | -11% | -16% | 1% | 6% | -3% | 12% | i
Cn1c(=O)c2c(nc(SCC(=O)OCc3ccccc3)n2C)n(C)c1=O | -5% | 1% | -3% | -3% | 0% | 1% | 5% | i
COc1cc2c(cc1NC(=O)CN1CCN(S(=O)(=O)c3ccc(F)cc3)CC1)oc1ccccc12 | ? | -2% | -18% | -2% | 6% | -10% | 7% | -1%
CC(=O)c1sc(NC(=O)CCCOc2ccccc2C)nc1C | ? | 8% | -6% | 0% | 11% | -2% | 2% | -3%
CCn1ccnc1C(O)c1ccccc1OC (stereo unspecified) | -3% | -3% | -7% | -3% | -1% | 1% | 1% | -5%
COc1ccc(CNCCCSc2nnnn2-c2ccccc2)cc1 | . | -5% | 10% | ? | . | 5% | . | .
CC(=O)c1ccc(NS(=O)(=O)c2ccccc2)cc1 | 0% | 0% | -6% | 3% | . | 5% | 3% | -15%
Cc1ccc(NC(=O)c2ccccc2)s1 | 1% | -6% | ? | -4% | -4% | -2% | -2% | -10%
Cc1ccc(NC(=S)NCC2CCCO2)cc1C (stereo unspecified) | 2% | 6% | 9% | -4% | -5% | 2% | 6% | 9%
O=C(CN1CCc2ccccc21)NC(c1ccccc1)c1ccccc1 | -3% | -2% | -17% | -28% | -13% | 15% | -6% | -5%
Clc1cccc(Cl)c1COc1ccccn1 | 14% | 2% | -4% | 0% | 6% | 1% | 3% | -14%
Cc1ccccc1NC(=S)NC(=O)c1cc(-c2ccccc2)nc2ccccc12 | -3% | 2% | -9% | -1% | -5% | -9% | 8% | i
O=[N+]([O-])c1cccc(S(=O)(=O)[N-]c2nc3ccccc3nc2-n2cc[n+](Cc3ccccc3)c2)c1 | 12% | -2% | -3% | -4% | -2% | 1% | -2% | -1%
CC(=O)Nc1nonc1-c1nnc(SCC(=O)Nc2cc(C)cc(C)c2)n1-c1ccccc1 | . | -5% | -10% | ? | . | -1% | . | .
SMILES | KDM4E inh | TRb-SRC2 inh | Tau fibril ThT | TR SRC2 fluor cs | L3MBTL1 inh | Tau fibril FP | GoLoco inh red | RECQ1 inh
CCOCCCNC(=O)CN1C(=O)CSc2cc(S(=O)(=O)N3CCCCCC3)ccc21 | -15% | 2% | ? | 3% | 4% | -5% | . | -2%
CCCn1nnnc1SCC(=O)Nc1nnc(CC)s1 | 11% | 2% | 0% | -6% | -2% | -3% | -1% | -2%
O=C(O)Cc1ccc(O)c(F)c1 | -12% | -1% | 7% | 0% | 2% | 10% | 8% | -16%
Cc1ccc(-c2nn(-c3ccccc3)cc2/C=N/NC(=O)c2ccncc2)o1 | -10% | -1% | -3% | -1% | -6% | -15% | -5% | i
C[C@@H]1C=C(C(=O)N2CCOCC2)O[C@H](OCc2ccc(CO)cc2)C1 | -1% | -10% | -8% | -1% | 15% | 5% | -3% | -8%
CCN1CCCC1CNC(=O)C1CCCN(S(=O)(=O)c2cccc3nsnc23)C1 (stereo unspecified) | -5% | -18% | 8% | 1% | 39%[activator] | -6% | 0% | -7%
O=c1cc(Cl)c(-c2ccccc2)n[nH]1 | -1% | -10% | -6% | -1% | . | 0% | 2% | -9%
COc1ccc(N2C(=O)CC(Sc3nc(C)cc(C)c3C#N)C2=O)cc1 (stereo unspecified) | ? | -11% | -11% | -1% | 1% | 2% | 1% | -4%
CC1CCN(C(=O)c2cc(N3C(=O)C4C5CCC(C5)C4C3=O)ccc2Cl)CC1 (stereo unspecified) | 0% | 3% | -10% | -1% | -4% | 2% | 5% | 7%
CC(C)NC(=O)COC(=O)c1ccc(Cl)c(S(N)(=O)=O)c1 | -1% | 4% | -2% | -2% | 8% | -6% | 8% | i
COc1ccc(Cc2nnc(NC(=O)c3cccs3)s2)cc1 | -1% | 6% | -2% | -5% | 4% | -1% | 6% | -8%
CCn1cc(Cl)c(C(=O)Nc2ccc(OC)c(OC)c2)n1 | -8% | -2% | -7% | -3% | . | 4% | 30%[activator] | 9%
Cc1cc(NC(=O)COC(=O)C2COc3ccccc3O2)no1 (stereo unspecified) | -2% | -22% | 0% | 3% | 44%[activator] | 4% | 19% | i
Cc1c(NC(=O)c2ccc(Br)s2)c(=O)n(-c2ccccc2)n1C | 6% | 1% | -1% | -1% | 1% | 6% | 8% | i
COc1cccc(NC(=O)CN(C)C(=O)/C=C/c2cc(OC)ccc2OC)c1 | ? | 4% | -1% | 3% | 11% | -1% | 7% | -3%
CCOc1ccc(-c2cc(CCCC(=O)Nc3cc(OC)ccc3OC)no2)cc1 | 6% | -3% | 3% | 3% | -6% | 4% | 12% | -1%
CCOC(=O)c1c(C)[nH]c(C(=O)CSc2nc(C)cc(C)n2)c1C | -1% | -3% | 0% | 0% | 6% | -14% | 34%[activator] | -2%
COc1ccc(Nc2ccc(S(=O)(=O)N3CCCCCC3)cc2[N+](=O)[O-])cc1 | 3% | 8% | -12% | 2% | ? | 13% | -7% | -10%
COc1cc(C(=O)NNc2nc3cc4c(cc3s2)OCO4)cc(OC)c1OC | ? | -1% | ? | -4% | 0% | 2% | -13% | -4%
CCOC(=O)CSc1ccc(S(=O)(=O)N(C)C2CCCCC2)cc1[N+](=O)[O-] | -5% | -5% | -25% | -3% | . | ? | -3% | i
CCOCC(=O)Nc1ccccc1C(=O)N1CCOCC1 | 2% | -7% | -8% | -1% | 9% | -12% | 12% | 0%
CCOc1cc(CNCc2ccccn2)cc(Cl)c1OCC | 1% | -2% | -7% | 1% | -9% | -1% | 13% | 19%
O=C(O)c1ccccc1/C=N/NC(=S)NC1CCCCC1 | 2% | -2% | 2% | -1% | . | 10% | 6% | 8%
Cc1ccc(CC2S/C(=N/c3ccccn3)NC2=O)cc1 (stereo unspecified) | 4% | -6% | -6% | 0% | . | -4% | 3% | 4%
CC(C)Cc1nc(SCc2cccnc2)c2c(=O)n(C)c(=O)n(C)c2n1 | 3% | 4% | -9% | 1% | 6% | 5% | 10% | -8%
CCN(CC)S(=O)(=O)c1ccc(N2CCOCC2)c(NC(=O)CC(C)(C)C)c1 | 11% | 2% | ? | -1% | -5% | -7% | 2% | 0%
O=C(Cn1cnc2ccccc2c1=O)NCc1ccco1 | 1% | 3% | -1% | -1% | . | -2% | 5% | -1%
N#Cc1cc(C(=O)c2cc(Br)ccc2O)cn(C2CCCCC2)c1=O | -4% | -12% | -4% | 1% | 0% | -6% | 81%[activator] | i

Part of the list above in order of number of heavy atoms, low to high.
SMILES | KDM4E inh | TRb-SRC2 inh | Tau fibril ThT | TR SRC2 fluor cs | L3MBTL1 inh | Tau fibril FP | GoLoco inh red | RECQ1 inh
O=C(O)Cc1ccc(O)c(F)c1 | -12% | -1% | 7% | 0% | 2% | 10% | 8% | -16%
CCCn1nnnc1SCC(=O)Nc1nnc(CC)s1 | 11% | 2% | 0% | -6% | -2% | -3% | -1% | -2%
CC(C)NC(=O)COC(=O)c1ccc(Cl)c(S(N)(=O)=O)c1 | -1% | 4% | -2% | -2% | 8% | -6% | 8% | i
CCOc1cc(CNCc2ccccn2)cc(Cl)c1OCC | 1% | -2% | -7% | 1% | -9% | -1% | 13% | 19%
Cc1c(NC(=O)c2ccc(Br)s2)c(=O)n(-c2ccccc2)n1C | 6% | 1% | -1% | -1% | 1% | 6% | 8% | i
CCOC(=O)c1c(C)[nH]c(C(=O)CSc2nc(C)cc(C)n2)c1C | -1% | -3% | 0% | 0% | 6% | -14% | 34%[activator] | -2%
C[C@@H]1C=C(C(=O)N2CCOCC2)O[C@H](OCc2ccc(CO)cc2)C1 | -1% | -10% | -8% | -1% | 15% | 5% | -3% | -8%
COc1ccc(N2C(=O)CC(Sc3nc(C)cc(C)c3C#N)C2=O)cc1 (stereo unspecified) | ? | -11% | -11% | -1% | 1% | 2% | 1% | -4%
COc1ccc(Nc2ccc(S(=O)(=O)N3CCCCCC3)cc2[N+](=O)[O-])cc1 | 3% | 8% | -12% | 2% | ? | 13% | -7% | -10%
CCN1CCCC1CNC(=O)C1CCCN(S(=O)(=O)c2cccc3nsnc23)C1 (stereo unspecified) | -5% | -18% | 8% | 1% | 39%[activator] | -6% | 0% | -7%
CCOc1ccc(-c2cc(CCCC(=O)Nc3cc(OC)ccc3OC)no2)cc1 | 6% | -3% | 3% | 3% | -6% | 4% | 12% | -1%

High-throughput results deposited in PubChem BioAssay by National Center for Advancing Translational Sciences (NCATS).
